# Bioassay records (PubChem)
# ERG Ets-DNA blk = qHTS for Small Molecule Inhibitors of the ERG Ets/DNA interaction. fluorescence polarization, His-ERG Ets domain / labelled DNA. actives 0.028% (n = 370,000). Potency, µM (highest dose often 76.9 µM), without a hit: at the top dose FP activity, negative = inhibition, most hits filed as inhibitors. Transcriptional regulator ERG (Homo sapiens), P11308; active = well fitted inhibition curve with a large enough effect in the polarisation, with a control signal flat; inconclusive = small, poorly fitted or top-dose-only effect, or effect the other way, or a change in a side signal; inactive = no such curve, though single readings can be large or run the other way; the % refers to the polarisation;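 note: polarization taken with two DNA probes labelled with fluorescein and Texas red; % of control where 0% means no effect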
# Target sequence (P11308 whole entry, looked up, the tested form may be a part): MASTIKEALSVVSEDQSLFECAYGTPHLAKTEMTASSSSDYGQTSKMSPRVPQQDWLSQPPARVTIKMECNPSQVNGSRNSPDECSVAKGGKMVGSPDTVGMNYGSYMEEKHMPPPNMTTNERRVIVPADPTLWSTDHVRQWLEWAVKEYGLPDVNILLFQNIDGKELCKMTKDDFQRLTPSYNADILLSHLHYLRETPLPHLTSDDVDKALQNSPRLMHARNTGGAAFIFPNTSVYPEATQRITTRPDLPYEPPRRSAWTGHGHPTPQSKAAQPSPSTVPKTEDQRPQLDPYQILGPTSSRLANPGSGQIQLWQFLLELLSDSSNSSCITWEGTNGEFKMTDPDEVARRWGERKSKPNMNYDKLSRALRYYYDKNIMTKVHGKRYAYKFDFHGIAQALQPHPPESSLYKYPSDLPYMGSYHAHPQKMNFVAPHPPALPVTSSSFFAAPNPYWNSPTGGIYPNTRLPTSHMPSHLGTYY
#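 His-tagged ERG Ets domain (1 uM in the protein solution; 300mM KCl, 50mM Tris-HCl, 1mM EDTA, 1mM DTT, pH 7.5) received compound, then a probe mix of 5 nM fluorescein-DNA and 100nM Texas-615-DNA. Fluorescence polarization was read for both dyes.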
# GLS inhibitor = qHTS for Inhibitors of Glutaminase (GLS); Glutaminase kidney isoform, mitochondrial (Homo sapiens), O94925; actives 0.21% (n = 410,000); GLS enzymatic activity, qHTS titration; Potency, µM (top dose mostly 45.5 µM), for the others: top-dose activity change, negative = inhibition, most hits filed as inhibitors; note: % is set by controls: 0 for no effect and ±100 for the full control effect
#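 Glutamate formation by hKGA was monitored fluorometrically using coupled glutamate oxidase, HRP and Amplex Red. Substrate was added as 1 mM L-glutamine solution; incubation was 30 min at RT after an initial read.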
# 12-LOX inh = Primary qHTS assay for inhibitors of human arachidonate 12S-lipoxygenase (ALOX12): Round 2. Polyunsaturated fatty acid lipoxygenase ALOX12 (Homo sapiens), P18054. purified 12hLO, xylenol orange hydroperoxide absorbance. Potency, µM (doses to about 108 µM), for the others: at the highest dose activity change, negative = inhibition, most hits filed as inhibitors. actives 1.1% (n = 580,000). AID 1671190, 2021; note: % is set by controls: 0 for no effect and ±100 for the full control effect
#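 Hydroperoxide product was detected by ferrous iron/xylenol orange as the 573 to 405 nm absorbance ratio. Arachidonic acid at 40 uM (final) was turned over for 30 min at room temperature by 150 nM human 12hLO, pH 7.0 Hepes buffer, after 15 min compound preincubation.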
# HP1b chromo inh = HTS for Inhibitors of HP1-beta Chromodomain Interactions with Methylated Histone Tails. AID 540317, 2011. AlphaScreen HP1-beta / biotin-H3K9me3 peptide binding. Potency, µM (highest dose often 114 µM), without a hit: at the highest dose activity change, negative = inhibition, hits mostly inhibitors. Chromobox protein homolog 1 (Homo sapiens), P83916. actives 0.56% (n = 390,000); note: nearly all actives have a fitted effect of over 70% in size; inactives centre near 23
# Target sequence (P83916 whole entry, looked up): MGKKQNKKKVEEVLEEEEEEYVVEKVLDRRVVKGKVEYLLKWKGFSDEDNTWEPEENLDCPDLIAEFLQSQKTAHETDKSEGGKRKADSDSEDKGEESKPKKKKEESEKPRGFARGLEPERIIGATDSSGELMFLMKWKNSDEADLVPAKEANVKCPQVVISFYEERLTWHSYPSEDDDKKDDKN
#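 AlphaScreen: HP1-beta (50 nM) preformed 30 min with biotin-H3(1-18)K9me3 peptide (50 nM) in PBS pH 7.4, 0.01% Tween-20. Compound added for 30 min at RT, then streptavidin donor/nickel chelate acceptor beads (10 ug/mL) for 30 min.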
# TrxR1 inh = qHTS Assay for Inhibitors of Mammalian Selenoprotein Thioredoxin Reductase 1 (TrxR1): qHTS. Thioredoxin reductase 1, cytoplasmic (Rattus norvegicus), O89049. recombinant rTrxR1, NADPH fluorescence consumption, selenite substrate. Potency, µM (titrated, usually from 114 µM), for the others: at the top dose activity change, negative = inhibition, usual class: inhibitors. actives 1% (n = 390,000). AID 588453, 2011; note: % is set by controls: 0 for no effect and ±100 for the full control effect; nearly all actives have a fitted effect of over 65% in size
#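 Rat TrxR1 (90 nM in the dispensed reagent) was pre-reduced with 400 uM NADPH for 5 min at room temperature, then incubated with compound for 15 min. After 400 uM selenite was added, NADPH fluorescence (Ex 340/Em 450 nm) was followed for 8 min.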
# RGS4 inhibitor = Inhibitors of Regulator of G Protein Signaling (RGS) 4: qHTS | Transcreener GDP fluorescence polarization, RGS4-accelerated GTP hydrolysis | AID 504845, 2011 | actives 0.039% (n = 390,000) | Potency, µM (doses to about 114 µM), without a hit: top-dose activity change, negative = inhibition, actives largely listed as inhibitors | Regulator of G-protein signaling 4 (Homo sapiens), P49798; note: % is set by controls: 0 for no effect and ±100 for the full control effect; nearly all actives have a fitted effect of over 75% in size; some results filed as inactive show a strong effect at the top dose
#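 MLSMR compounds (23 nl, pin-transferred) preincubated 10 min at room temperature with a 500nM (2x) first reagent, then RGS4 at 900nM (2x) plus Transcreener GDP mix added; fluorescence polarization (620/688 nm) read before and after 90 min at 30 °C.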
# PGK inhibitor = qHTS Assay to Find Inhibitors of Phosphoglycerate Kinase; Phosphoglycerate kinase, glycosomal (Trypanosoma brucei brucei), P07378; AID 602233, 2012; Potency, µM (highest dose often 57.5 µM), for the others: at the top dose activity change, negative = inhibition, usual class: inhibitors; actives 0.043% (n = 380,000); PGK/GAPDH coupled, Kinase-Glo luminescence, 60 min; note: % is set by controls: 0 for no effect and ±100 for the full control effect; nearly all actives have a fitted effect of over 60% in size
# Target sequence (P07378 whole entry, looked up): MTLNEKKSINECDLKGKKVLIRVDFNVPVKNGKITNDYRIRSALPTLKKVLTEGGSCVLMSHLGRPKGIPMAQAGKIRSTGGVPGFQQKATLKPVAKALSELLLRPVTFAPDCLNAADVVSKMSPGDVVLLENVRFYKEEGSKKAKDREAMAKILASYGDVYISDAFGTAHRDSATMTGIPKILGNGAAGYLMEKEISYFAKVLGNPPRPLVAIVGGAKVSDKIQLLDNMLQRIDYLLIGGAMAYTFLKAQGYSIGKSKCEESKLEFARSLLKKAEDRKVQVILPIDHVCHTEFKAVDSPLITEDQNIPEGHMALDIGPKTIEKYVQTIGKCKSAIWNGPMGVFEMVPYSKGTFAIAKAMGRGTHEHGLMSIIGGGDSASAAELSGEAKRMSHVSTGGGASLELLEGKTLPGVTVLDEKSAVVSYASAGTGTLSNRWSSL
#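 Recombinant glycosomal PGK reaction used 1,3-bisphosphoglycerate generated in-well by GAPDH (100nM final) in 100mM TEA pH 7.6, 5mM MgCl2, 0.01% Tween-20. After 60 minutes at room temperature, ATP was read by Kinase-Glo Plus luminescence end-point.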
# JMJD2A Tudor inh = qHTS Assay for Inhibitors of JMJD2A-Tudor Domain. AlphaScreen JMJD2A-Tudor / H3K4me3 peptide binding. Potency, µM (highest dose often 114 µM), inactives show top-dose activity change, negative = inhibition, actives largely listed as inhibitors. actives 4.4% (n = 390,000). AID 504339, 2011; note: % is set by controls: 0 for no effect and ±100 for the full control effect; nearly all actives have a fitted effect of over 50% in size
# Pin1 inhibitor = qHTS Assay to Find Inhibitors of Pin1 | Peptidyl-prolyl cis-trans isomerase NIMA-interacting 1 (Homo sapiens), Q13526 | Pin1 FP peptide displacement, HiFluor488, 10 min | Potency, µM (highest dose often 115 µM), for the others: top-dose activity, negative = inhibition, most hits filed as inhibitors | actives 0.009% (n = 390,000) | AID 504891, 2011; active = well fitted inhibition curve with a large enough effect in the polarisation, with a control signal flat, not every such curve was filed as active; inconclusive = small, poorly fitted or top-dose-only effect, or effect the other way, or a change in a side signal; inactive = no such curve, though single readings can be large or run the other way; the % refers to the polarisation; note: % is set by controls: 0 for no effect and ±100 for the full control effect
# Starred values were filed as active, the others as inactive; i = inactive; ? = inconclusive; . = not tested or not shown; & = joins results of further samples; [ ] = dose if it differs, or a comment. Unless noted, calls come from the whole dose curve; as a rule, active = well fitted curve in the direction sought with a large enough effect; inconclusive = small, poorly fitted or top-dose-only effect, or another doubt; inactive = no such curve, though single readings can be large; an effect the other way counts as inactive or inconclusive. Potency is the fitted concentration of half-maximal effect.
[1] Cc1ccc(CN2C(=O)C3(c4ccccc42)N(c2cccc(C(F)(F)F)c2)C(=O)CS3(=O)=O)cc1 (centres undefined)
[2] CCOCCc1nn2c(=O)cc(COC(=O)c3ccccc3Br)nc2s1
[3] CN1C(=O)CSc2ccc(NC(=O)NCc3ccc(F)cc3)cc21
[4] O=C(CSc1cccc[n+]1[O-])c1ccc(-c2ccccc2)cc1
[5] O=C(Nc1ccc(Oc2ccccc2)nc1)C1CCN(Cc2ccco2)CC1
[6] COc1ccc(CNC(=O)N2CCN(c3cccc(Cl)c3)CC2)cc1OC
[7] COc1ccccc1CCNC(=O)CCc1c(C)c2cc3c(C)coc3c(C)c2oc1=O
[8] Cc1ccccc1C(=O)N1CCC(n2nccc2NC(=O)CCOc2ccccc2)CC1

compound no.	1	2	3	4	5	6	7	8
ERG Ets-DNA blk	2%	1%	3%	-10%	-3%	1%	-4%	-1%
GLS inhibitor	0%	16%	0%	-5%	17%	-1%	6%	-1%
12-LOX inh	?	5%	-3%	?	0%	-18%	-20%	0%
HP1b chromo inh	20%	30%	24%	6%	11%[57 µM]	7%	48%[activator]	25%
TrxR1 inh	15%	2%[57.1 µM]	-1%	-18%	-4%	23%[57.1 µM]	14%	-18%
RGS4 inhibitor	-7%	3%	1%	?	7%	25%	0%	22%
PGK inhibitor	2%	12%	7%	-5%	12%	5%	-6%	-2%
JMJD2A Tudor inh	-19%	-14%	-16%	?	-18%	-17%	-8%	-8%
Pin1 inhibitor	12%	4%	-2%	-1%	?	1%	8%	-7%

# Record cards, from the list above. Order of screens: ERG Ets-DNA blk | GLS inhibitor | 12-LOX inh | HP1b chromo inh | TrxR1 inh | RGS4 inhibitor | PGK inhibitor | JMJD2A Tudor inh | Pin1 inhibitor
# Listed for COc1ccccc1CCNC(=O)CCc1c(C)c2cc3c(C)coc3c(C)c2oc1=O = -4% | 6% | -20% | 48%[activator] | 14% | 0% | -6% | -8% | 8%
# Listed for CN1C(=O)CSc2ccc(NC(=O)NCc3ccc(F)cc3)cc21 = 3% | 0% | -3% | 24% | -1% | 1% | 7% | -16% | -2%
# Listed for CCOCCc1nn2c(=O)cc(COC(=O)c3ccccc3Br)nc2s1 = 1% | 16% | 5% | 30% | 2%[57.1 µM] | 3% | 12% | -14% | 4%

# (list continues)
[9] COc1cccc(NC(=S)NNC(=O)Cn2nc([N+](=O)[O-])cc2C)c1
[10] CCOC(=O)c1c(C)[nH]c(C(=O)OCC(=O)N2CC(C)OC(C)C2)c1C (centres undefined)
[11] COc1ccc(NC(=O)N/C=C/c2ccco2)cc1
[12] O=C(CSc1nnc(CNc2ccc(F)cc2)n1Cc1ccco1)NC1CC1
[13] COc1cccc(NC(=O)NC2CCCCC2C)c1 (centres undefined)
[14] CC(=O)Nc1ccc(SCC(=O)NNC(=O)CN(C)S(=O)(=O)c2ccc(C)cc2)cc1
[15] CC(NC(=O)COC(=O)c1ccc(N(C)C)cc1)c1ccccc1 (centres undefined)
[16] COc1ccccc1NS(=O)(=O)c1cc(NC(=O)c2cc(F)c(F)c(F)c2F)ccc1N1CCOCC1

compound no.	9	10	11	12	13	14	15	16
ERG Ets-DNA blk	5%	-5%	4%	-5%	-7%	-16%	-9%	6%
GLS inhibitor	8%	0%	5%	25%	5%	2%	0%	0%
12-LOX inh	1%	-17%	?	0%	4%	9%	-6%	8%
HP1b chromo inh	24%	28%	-17%	43%	30%	94%[activator]	-1%	19%[57 µM]
TrxR1 inh	-5%	14%[57.1 µM]	?	?	2%	0%[57.1 µM]	4%[57.1 µM]	8%[2.29 µM]
RGS4 inhibitor	-34%	20%	-7%	?	15%	-35%	?	3%
PGK inhibitor	1%	4%	-10%	i	-1%	i	-3%	5%
JMJD2A Tudor inh	-12%	-5%	?	-8%	-1%	-4%	-28%	-11%
Pin1 inhibitor	-8%	2%	14%	-8%	2%	-3%	-2%	21%

[17] COc1ccc(NC(=S)N/N=C2\CC(C)(C)Oc3ccc(OC)cc32)cc1
[18] COc1cc(C2SCC(=O)N2CCc2ccc(OC)c(OC)c2)ccc1O (centres undefined)
[19] Clc1ccccc1-c1nnc2sc(-c3ccc(Br)o3)nn12
[20] CCc1ccccc1NC(=O)Nc1cccc(F)c1
[21] CCN(CC)c1nc(Nc2ccccc2)nc(Oc2ccc(=O)[nH]n2)n1
[22] COc1ccc(C)cc1S(=O)(=O)N1CCN(c2ccccc2)CC1
[23] Cc1ccccc1-n1nc(C)c2c1N=C1C(Cl)=CC(Cl)=CN1C2c1ccc(C(=O)O)cc1 (centres undefined)
[24] Nc1ccc(Sc2nnnn2-c2ccccc2)c(Cl)c1

compound no.	17	18	19	20	21	22	23	24
ERG Ets-DNA blk	2%	2%	5%	-2%	-7%	12%	0%	-11%
GLS inhibitor	18%	0%	1%	-4%	-3%	1%	25%	11%
12-LOX inh	?	15%	-4%	17%&-20%	4%	-9%	-12%	-20%
HP1b chromo inh	-19%	44%[activator]	-3%	50%[activator]	3%	30%	9%	41%[activator]
TrxR1 inh	-13%[57.1 µM]	21%[57.1 µM]	-9%	-32%	11%	-12%	13µM*	18%
RGS4 inhibitor	8%	16%	12%	7%	7%	-23%	?	-4%
PGK inhibitor	1%	6%	1%	.	-4%	-3%	5%	4%
JMJD2A Tudor inh	-20%	-11%[11.4 µM]	-15%	7%	-16%	-24%	?	-5%
Pin1 inhibitor	3%	1%	4%	3%	0%	-6%	-7%	1%

[25] COC(=O)[C@H]1C[C@@H]1[C@H](NC(=O)OCc1ccccc1)c1ccccc1
[26] CC(C)(C)c1ccc(Cn2ccc(-c3ccc4c(c3)OCO4)n2)cc1
[27] COC(=O)c1ccc(-c2cc(CC3(C(=O)OC)CCN(C(=O)OC(C)(C)C)CC3)on2)cc1
[28] O=C(CCCC(=O)N(CC(=O)NC1CCCCC1)c1ccccc1F)Nc1ccccn1
[29] CN(C)c1cc[n+](CC(=O)c2ccc(Br)cc2)cc1
[30] CC(=O)c1sc(NC(=O)COc2ccc(Br)cc2)nc1C
[31] CC(C)Oc1ccc(OCCn2c(=S)[nH]c3c(N)ncnc32)cc1
[32] O=C(O)c1ccc(CS(=O)(=O)c2ccc(Br)cc2)cc1

compound no.	25	26	27	28	29	30	31	32
ERG Ets-DNA blk	-3%	-18%	-8%	0%	2%	5%	9%	8%
GLS inhibitor	2%	-11%	-4%	-8%	-18%	2%	-8%	-3%
12-LOX inh	23%	-8%	12%	-13%	3%	?	45µM*	49%[activator]
HP1b chromo inh	47%[activator]	?	14%	11%	7%	10%	?	43%[activator]
TrxR1 inh	19%	-10%	27%[57.1 µM]	25%	17%[57.1 µM]	7%	-19%	13%
RGS4 inhibitor	15%	-6%	0%	20%	2%	5%	-35%[56.9 µM]	20%
PGK inhibitor	-8%	1%	-8%	-8%	7%	-6%	i	9%
JMJD2A Tudor inh	1%	32%	0%	1%	-12%	-20%	5.6µM*	-2%
Pin1 inhibitor	2%	0%	?	0%	7%	?	2%	7%

[33] Cc1ccc(Cl)cc1NC(=O)[C@@H]1CCC(=O)N1C1OC(=O)c2ccccc21 (some centres undefined)
[34] O=S(=O)(c1ccc(F)c2ccccc12)N1CCCCC1
[35] Cc1cccc(NC(=O)COC(=O)CN2CCCCCC2=O)c1C
[36] Cc1csc(SCc2nc3scc(-c4ccccc4)c3c(=O)[nH]2)n1
[37] c1ccc(CNCCN2CCNCC2)nc1
[38] O=C(COC(=O)c1cc([N+](=O)[O-])ccc1N1CCOCC1)Nc1c(Cl)cccc1Cl
[39] CC(=O)Nc1cccc2ncccc12
[40] O=C(CCS(=O)(=O)c1ccccc1)OCc1ccc([N+](=O)[O-])cc1
[41] CCOC(=O)c1cccc(C(=O)OCC)n1
[42] O=c1oc2ccc(Br)cc2cc1-c1nc(-c2ccccc2)no1

compound no.	33	34	35	36	37	38	39	40	41	42
ERG Ets-DNA blk	1%	1%	6%	-4%	-2%	-7%	2%	-10%	-9%	11%
GLS inhibitor	-5%	3%	-1%	3%	5%	9%	16%	5%	-16%	-5%
12-LOX inh	44%[activator]	0%	-13%	11%	7%	?	-4%	-10%	-7%	-11%
HP1b chromo inh	12%	103%[activator]	13%	26%	26%	1%	14%	33%	26%	12%
TrxR1 inh	6%	-6%[57.1 µM]	10%[57.1 µM]	-12%[57.1 µM]	?	-4%	6%	0%	-7%[11.4 µM]	49%[activator]
RGS4 inhibitor	-19%	-6%	8%	-5%	18%	22%	4%	13%	-47%	-9%
PGK inhibitor	7%	-3%	-3%	-7%	11%	-8%	i	-1%	-3%	-7%
JMJD2A Tudor inh	-8%	70%[activator]	-5%	-23%	?	-32%	-19%	-9%	4%	-6%
Pin1 inhibitor	0%	-4%	8%	10%	-2%	0%	0%	-4%	-1%	0%

# This is a subset (hit frequency here may not be typical).
